Screens from PubChem BioAssay.
RAD52 inh: RAD52 DNA annealing inhibitors, primary screen, biochemical, FRET, single point, set 2; inhibition, % at 18.7 µM; recombinant RAD52 DNA annealing, FRET fluorescence; AID 651710, 2012; 360,000 tested, 0.46% active;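 active means every replicate showing at least 50% inhibition; inconclusive means mean inhibition at least 50% but not in every replicate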
PGC1a acetyl inh: inhibitors of PGC1a acetylation signal, primary screen, cell-based, U2OS, AlphaScreen, inhibitor mode. 350,000 tested, 0.17% active. AlphaScreen anti-acetyl-lysine; with virally co-expressed GCN5 acetyltransferase. inhibition, % at 15.6 µM;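 active means every replicate shows inhibition of at least 40%; inconclusive means mean inhibition at least 40% but some replicate below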;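 further: 0% = neutral control wells and 100% = positive control wells; some results beyond the cut were filed as inactive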
miR-122 sensor: miR-122 Renilla sensor signal increase in Huh7, primary screen, miR-122 inhibitor project, cell-based, single point, plate reader. 340,000 tested, 0.3% active. Huh7 miR-122 Renilla luciferase sensor, 48 h; neutral wells = 0, positive control = 100. activation (reporter increase), % at 12.5 µM;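 active means mean replicate activation score at least 90 and every replicate individually at or above 90; inconclusive means only one of the two criteria met; inactive means neither criterion met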;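 further: higher luciferase means less miR-122 activity so hits act as miR-122 inhibitors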
RAD54 branch: inhibitors of human RAD54 branch migration, primary screen, biochemical, fluorescence, single point; DNA repair and recombination protein RAD54-like (Homo sapiens), Q92698; RAD54 Holliday junction branch migration, FAM/BHQ fluorescence; inhibition, % at 10.4 µM; 360,000 tested, 0.14% active; AID 602329, 2012;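 active means mean normalized replicate activity at least 40 and at least half of replicates scoring 40 or more; inconclusive means only one of the two criteria met; inactive means mean below 40 and under half of replicates reaching 40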;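 further: 0% = median of neutral control wells and 100% = median of positive control wells; inhibitors cause a drop in the FAM fluorescence signal; in these data hits start at about 50%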
PglD DTNB: C. jejuni PglD acetyltransferase inhibitors, primary screen, biochemical, DTNB colorimetric, single point | 360,000 tested, 0.098% active | purified PglD enzyme, DTNB colorimetric CoA detection | inhibition, % at 12.5 µM; in the data active means inhibition above about 16%, passing the limit was not always enough; inconclusive means no clear call, values can overlap the other calls; further: strong numbers were not always called active
Cneo AK release: Cryptococcus neoformans cell lysis inducers, primary screen, AK release luminescence, single concentration; C. neoformans lysis, adenylate kinase release luminescence, 4 h; normalised: neutral wells 0, clomiphene wells 100; lysis activity, % at 15 µM; 360,000 tested, 0.2% active; AID 651654, 2012;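 active means mean lysis activity across replicates of at least 80%, whatever share of replicates individually reach that level; inactive means mean lysis activity below 80%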
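Assay system: C. neoformans cells. Amount: yeast cell density of 5 × 10^6 cells/mL. Technique: AK luminescence. Buffer or medium: YPD. Times: static 4 h at 37 °C with compound, 1 h detection. Dosing: single-point compound dose. Read-out: lysis from increased AK signal.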
ERAP1 inh: human ERAP1 aminopeptidase inhibitors, primary screen, biochemical, single point, plate reader; AID 652197, 2013; 340,000 tested, 0.15% active; Endoplasmic reticulum aminopeptidase 1 (Homo sapiens), Q9NZ08; recombinant ERAP1, Leu-AMC fluorescence, 60 min; inhibition, % at 10.7 µM;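 active means mean replicate inhibition of at least 30%, or all replicates individually reaching that 30% level; inactive means mean below 30% and not every replicate reaching it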;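 further: 0% = neutral control wells and 100% = L-leucinethiol positive control wells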
Target sequence (Q9NZ08 whole entry, looked up): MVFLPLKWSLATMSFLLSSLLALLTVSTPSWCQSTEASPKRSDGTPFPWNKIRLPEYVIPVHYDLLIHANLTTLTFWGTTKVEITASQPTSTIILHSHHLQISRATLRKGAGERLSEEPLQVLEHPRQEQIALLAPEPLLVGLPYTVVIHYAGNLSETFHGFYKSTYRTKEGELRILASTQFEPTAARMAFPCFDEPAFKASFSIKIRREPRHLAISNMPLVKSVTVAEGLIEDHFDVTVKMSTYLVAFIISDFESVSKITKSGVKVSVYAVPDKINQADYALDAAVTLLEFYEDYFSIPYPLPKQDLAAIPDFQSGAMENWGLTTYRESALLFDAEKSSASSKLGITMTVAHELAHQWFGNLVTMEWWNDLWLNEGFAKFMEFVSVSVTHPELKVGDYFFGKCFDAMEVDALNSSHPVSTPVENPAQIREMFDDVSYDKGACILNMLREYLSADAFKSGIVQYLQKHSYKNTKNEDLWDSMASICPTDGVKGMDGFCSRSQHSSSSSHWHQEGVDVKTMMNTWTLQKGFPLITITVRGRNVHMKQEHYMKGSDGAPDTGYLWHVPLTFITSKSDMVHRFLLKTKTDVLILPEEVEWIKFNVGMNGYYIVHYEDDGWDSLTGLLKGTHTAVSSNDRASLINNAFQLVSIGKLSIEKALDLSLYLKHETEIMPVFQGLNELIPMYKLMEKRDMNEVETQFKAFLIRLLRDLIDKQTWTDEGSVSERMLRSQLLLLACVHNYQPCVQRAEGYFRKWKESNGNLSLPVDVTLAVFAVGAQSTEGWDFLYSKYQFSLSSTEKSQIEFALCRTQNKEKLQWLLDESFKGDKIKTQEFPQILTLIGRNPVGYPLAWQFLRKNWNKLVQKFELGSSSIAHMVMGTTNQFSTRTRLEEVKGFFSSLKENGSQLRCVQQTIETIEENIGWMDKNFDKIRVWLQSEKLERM
E-selectin induc: E-selectin induction in HUVECs, primary screen, imaging, HUVEC, immunofluorescence imaging, single point; P16581; normalized: neutral wells 0, TNF-alpha wells 100; activation, % at 7.58 µM; 260,000 tested, 0.37% active; AID 686992, 2013;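 active means mean E-selectin-positive cell signal at least 10% of the positive control, reached in at least 60% of replicates, without over 20% cell loss; inconclusive means no rule given, readout overlaps actives, possibly toxicity-flagged; inactive means the rest, including those meeting only one limit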;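 further: in these data hits start at about 27%; measured in HUVEC primary endothelial cells; signal is the percent of cells scored E-selectin positive by PE staining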
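Test system: HUVEC; input: 3,000 HUVEC/well; measured by: immunofluorescence imaging; read-out: % PE-positive cells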
* hit, by the source's call; ? = inconclusive; · = no result given; & = joins results of further samples; [ ] = dose if it differs, or a comment.

1. COc1ccc(C(=O)COc2ccc3ccc(=O)oc3c2)cc1
2. O=C(CNC(=O)c1ccc(Br)o1)NNC(=O)c1n[nH]c(=O)c2ccccc12
3. N#Cc1c(NC(=O)CSc2ncccn2)oc(-c2ccccc2)c1-c1ccccc1
4. C[C@@H]1CCCCO[C@@H](CN(C)Cc2ccc3c(c2)OCO3)[C@@H](C)CN([C@H](C)CO)C(=O)c2cc(NC(=O)c3ccncc3)ccc2O1
5. C[C@@H](O)C1NC(=O)[C@H](CCCCN)NC(=O)c2cc([N+](=O)[O-])cc(F)c2NCCCC[C@@H](C(N)=O)NC1=O (stereo not given in full)
6. Cn1cc(SCC(=O)O)c2ccccc21

assay / compound | 1 | 2 | 3 | 4 | 5 | 6
Cneo AK release | 0 | 0 | 2 | 3 | -2 | 4
ERAP1 inh | -2 | -4 | · | · | · | ·
PGC1a acetyl inh | 4 | 5 | -5 | -14 | 10 | ·
PglD DTNB | -5 | 2 | -6 | 0 | -12 | 6
miR-122 sensor | -2 | -11 | 4 | 14[16.7 µM] | 2 | 2
RAD54 branch | -8 | -2 | -3 | 7 | 54* | 4
RAD52 inh | 2 | -5 | · | · | · | ·
E-selectin induc | 2.0 | 0.5 | · | -0.2 | · | ·

7. CCC(=O)n1nc(-c2cccnc2)nc1NCc1ccc(F)cc1
8. O=C(c1ccccn1)N1CC2(C1)[C@H](c1ccccc1)[C@@H](CO)N2C(=O)C1CCC1
9. CC(NC(=O)c1cccs1)C(c1cccs1)N1CCN(c2ccccc2)CC1 (stereo not given)
10. C=C(C)Cn1c(-c2ccc(OC)cc2)nc2ccccc21
11. C[C@@H]1CN([C@@H](C)CO)S(=O)(=O)c2ccc(C#CC3CC3)cc2O[C@H]1CN(C)CC1CCOCC1
12. C[C@@H]1CN([C@H](C)CO)C(=O)c2cc(C#CC3CC3)cnc2O[C@@H]1CN(C)S(C)(=O)=O

assay / compound | 7 | 8 | 9 | 10 | 11 | 12
Cneo AK release | 1 | · | -1 | 2 | 87* | 29
ERAP1 inh | 4 | 2 | -5 | · | 4 | 0
PGC1a acetyl inh | 9 | 3 | -6 | -16 | -3 | 37
PglD DTNB | 1 | · | 3 | 0 | 0 | 3
miR-122 sensor | 0 | · | -2 | -7 | 46[16.7 µM] | 4[16.7 µM]
RAD54 branch | -5 | · | 7 | 10 | 6 | 6
RAD52 inh | 1 | -2 | -21 | · | 6 | 13
E-selectin induc | 16 | 0.2 | · | · | 0.2 | 0.1

13. O=C(CCCN1C(=O)c2ccccc2C1=O)N1CCCCC1
14. CC(C)(C)c1ccc(CN2N=C(/C=C/c3ccccc3)CCC2=O)cc1
15. Cc1ccc(NC(=S)NCCC2=CCCCC2)cc1
16. CC(C)(O)C#Cc1ccc([C@@H]2[C@@H](CO)N3CCCCN(C(=O)c4cccc(F)c4)C[C@@H]23)cc1
17. CCOC(=O)C1CCCCN1Cc1ccc(-c2ccccc2)cc1 (stereo not given)
18. O=C(c1ccncc1)N1C[C@@H]2[C@H](c3ccccc31)[C@@H](CO)N2C(=O)CN1CCOCC1

assay / compound | 13 | 14 | 15 | 16 | 17 | 18
Cneo AK release | 0 | · | 20 | 1 | 1 | -4
ERAP1 inh | · | -4 | 0 | · | 3 | 5
PGC1a acetyl inh | -12 | 5 | -4 | -6 | 8 | -1
PglD DTNB | -2 | · | -2 | -7 | -3 | -1
miR-122 sensor | -1 | -3 | 4 | 24[16.7 µM] | -3 | -20[16.7 µM]
RAD54 branch | 4 | · | 1 | 4 | -10 | 0
RAD52 inh | · | -31 | 3 | 0 | -4 | 2
E-selectin induc | · | -0.3 | 0.0 | -0.2 | · | 0.0

19. C[C@@H]1CN([C@@H](C)CO)C(=O)c2cccc(NS(=O)(=O)c3ccc(F)cc3)c2O[C@H]1CN(C)C
20. Cc1cc(-c2ccc(C(C)C)c(S(=O)(=O)N3CCOc4ccccc43)c2)on1
21. COc1ccc(CC(=O)Nc2ccc(-c3noc(-c4ccc(Cl)cc4)n3)cc2)cc1
22. Cc1ccc(F)cc1NC(=O)N1c2ccccc2NC(=O)CC1C (stereo not given)
23. Cn1c(NC(=O)C2CCCC2)cc(=O)n(C)c1=O
24. O=c1c2cc(Br)ccc2nc(-c2ccc(Cl)cc2)n1O

assay / compound | 19 | 20 | 21 | 22 | 23 | 24
Cneo AK release | -1 | -1 | -2 | 1 | 1 | 3
ERAP1 inh | 3 | 0 | · | 1 | 0 | 3
PGC1a acetyl inh | -7 | -20 | 1 | · | 1 | 7
PglD DTNB | -1 | 1 | 2 | -1 | 2 | -5
miR-122 sensor | -1[16.7 µM] | 8 | 5 | 0 | 0 | 9
RAD54 branch | -9 | 2 | 1 | -2 | 0 | 4
RAD52 inh | -3 | -50 | · | -7 | -10 | -24
E-selectin induc | -0.1 | · | · | 0.2 | 0.2 | 0.4

25. CCOC(=O)c1sc(/N=C/N(C)C)c(C(=O)OCC)c1C
26. NC(N)=NN=C1c2ccccc2-c2ccccc21
27. C[C@H](CO)N1C[C@H](C)[C@@H](CN(C)Cc2ccccc2)Oc2ccc(NS(=O)(=O)c3cccs3)cc2C1=O
28. NC(=O)Cn1cc(C(=O)C(=O)N2CCOCC2)c2ccccc21
29. Cc1cc(/C=C2\C(=O)NN(c3ccccc3)C2=O)c(C)n1-c1ccccc1O
30. Cc1cccc(S(=O)(=O)N2CC[C@@H]3[C@@H](CO)N(C)c4ccc(-c5ccc(C#N)cc5)cc4[C@@H]32)c1

assay / compound | 25 | 26 | 27 | 28 | 29 | 30
Cneo AK release | 0 | 2 | -5 | 2 | -5 | 11
ERAP1 inh | · | -1 | 0 | -1 | 1 | 1
PGC1a acetyl inh | -10 | 0 | 10 | · | 2 | 12
PglD DTNB | 1 | 7 | -2 | -2 | 4 | -3
miR-122 sensor | · | 8 | 7[16.7 µM] | -3 | 2 | -4[16.7 µM]
RAD54 branch | 6 | 82* | -1 | -20 | -1 | 5
RAD52 inh | · | 43 | -8 | -15 | 2 | 16
E-selectin induc | · | 0.2 | -0.2 | · | 3.7 | -0.4

Results in Cneo AK release and E-selectin induc (3 entries from above):
No.	SMILES	Cneo AK release	E-selectin induc
26	NC(N)=NN=C1c2ccccc2-c2ccccc21	2	0.2
27	C[C@H](CO)N1C[C@H](C)[C@@H](CN(C)Cc2ccccc2)Oc2ccc(NS(=O)(=O)c3cccs3)cc2C1=O	-5	-0.2
28	NC(=O)Cn1cc(C(=O)C(=O)N2CCOCC2)c2ccccc21	2	·

Going on with the list.
31. CCN1CCN(C(c2ccc(C(F)(F)F)cc2)c2ccc3cccnc3c2O)CC1 (stereo not given)
32. CC(=O)NC(c1cc(Cl)c2ccccc2c1O)C(C)C (stereo not given)
33. C[C@H]1CN([C@@H](C)CO)C(=O)Cc2cc(NC(=O)Nc3ccc4c(c3)OCO4)ccc2O[C@@H]1CN(C)C(=O)Nc1ccc(F)cc1
34. C[C@H](CO)N1C[C@H](C)[C@H](CN(C)S(C)(=O)=O)Oc2c(NC(=O)Nc3ccc(C(F)(F)F)cc3)cccc2C1=O
35. COc1ccc(S(=O)(=O)Nc2ccc(F)c(F)c2)cc1Cl
36. C[C@H](CO)N1C[C@H](C)[C@@H](CN(C)C(=O)Nc2ccc(C(F)(F)F)cc2)Oc2c(cccc2N(C)C)C1=O

assay / compound | 31 | 32 | 33 | 34 | 35 | 36
Cneo AK release | 3 | -3 | -2 | -6 | 5 | 0&-2
ERAP1 inh | 2 | -1 | · | -3 | · | -4&0
PGC1a acetyl inh | 14 | · | -6 | -2 | 2 | -2&-5
PglD DTNB | -7 | 5 | 2 | 8 | 3 | -2&5
miR-122 sensor | -16 | 10 | -3[16.7 µM] | 10[16.7 µM] | 70 | 49[16.7 µM]
RAD54 branch | 10 | -1 | 1 | -12 | -7 | 3&1
RAD52 inh | 3 | -12 | · | -11 | · | -8&-14
E-selectin induc | 0.1 | 1.2 | 0.1 | 0.2 | · | ·

37. Cc1ccc(S(=O)(=O)N2CCN(C(=O)N3CCOCC3)CC2)cc1C
38. C/C=C/C(=O)OCC(=O)Nc1cc([N+](=O)[O-])ccc1Cl
39. CCN(CC(=O)NCc1ccc(F)cc1)C(=O)/C=C/c1ccc(OC)cc1
40. CS(=O)(=O)c1ccc2nc(NC(=O)c3cccc([N+](=O)[O-])c3)sc2c1
41. CN1C(=O)c2cc(NC(=O)C3CC3)ccc2OC[C@@H]2O[C@H](CC(=O)NCC3CCCCC3)CC[C@@H]21
42. COc1cc(/C=C2\C(=N)N3N=C(S(C)(=O)=O)SC3=NC2=O)ccc1OS(=O)(=O)c1ccc(C)cc1

assay / compound | 37 | 38 | 39 | 40 | 41 | 42
Cneo AK release | 2 | -3 | -7 | -5 | -2 | -1
ERAP1 inh | -5 | · | -2 | 0 | -1 | 7
PGC1a acetyl inh | ? | · | -13 | · | -1 | 23
PglD DTNB | 3 | 2 | 0 | 7 | 1 | -1
miR-122 sensor | -2 | -3 | 7 | · | 16[16.7 µM] | 1
RAD54 branch | -14 | -9 | -1 | 5 | 4 | -7
RAD52 inh | 4 | · | -2 | -7 | 0 | -35
E-selectin induc | · | 1.0 | · | · | -0.2 | 2.1

43. O=C(O)c1cccc(Sc2ccc(Br)cc2C(=O)O)c1
44. Cc1ccccc1C(=O)NNC(=S)NC(=O)c1cccnc1
45. COc1cc2c(cc1OC)C(=Cc1ccc(N(C)C)cc1)C=C2
46. Cc1ccc(Cl)cc1NC(=O)Cn1nc(-c2cccs2)ccc1=O
47. O=C(c1cccnc1)N1C[C@@H]2[C@H](c3ccccc31)[C@@H](CO)N2C(=O)Nc1ccccc1
48. COc1ccc(C(=O)c2ccccc2C(=O)c2ccccc2)cc1

assay / compound | 43 | 44 | 45 | 46 | 47 | 48
Cneo AK release | 0 | 0 | 12 | 2 | 0 | ·
ERAP1 inh | · | 2 | 0 | 0 | 0 | -2
PGC1a acetyl inh | 7 | · | 7 | ? | 5 | -3
PglD DTNB | -3 | -6 | 2 | 2 | -2 | ·
miR-122 sensor | -2 | 0 | -9 | 0 | -8[16.7 µM] | 5
RAD54 branch | -2 | 1 | 4 | 2 | 5 | ·
RAD52 inh | -8 | -8 | -7 | -12 | -4 | -12
E-selectin induc | 6.3 | · | -0.1 | 0.2 | 0.0 | -0.1

49. O=C(O)C1C2C=CC3(O2)C1C(=O)N1c2ccccc2COC13 (stereo not given)
50. CC(C)NC(=O)Nc1ccc2c(c1)C(=O)N([C@H](C)CO)C[C@@H](C)[C@@H](CN(C)S(=O)(=O)c1cn(C)cn1)O2
51. CCCCNC(=O)c1onc(CSc2cccc(OC)c2)c1C(=O)O
52. CC(C)CC(=O)Nc1ccc2c(c1)oc1ccccc12
53. CCOc1ccc(N2CC(C(=O)Nc3cccc(S(=O)(=O)NC4=NCCC4)c3)CC2=O)cc1 (stereo not given)

assay / compound | 49 | 50 | 51 | 52 | 53
Cneo AK release | -2 | 9 | 0 | -4 | ·
ERAP1 inh | · | 0 | 4 | · | ·
PGC1a acetyl inh | 7 | 1 | 13 | 3 | 5
PglD DTNB | 13 | 1 | -1 | 3 | ·
miR-122 sensor | 7 | -2[16.7 µM] | -3 | 72 | -3
RAD54 branch | -2 | 5 | 9 | -9 | ·
RAD52 inh | · | 0 | -16 | · | -29
E-selectin induc | · | 0.0 | · | · | 1.1
